cln2 rad14 – NCI yeast anticancer drug screen, S. cerevisiae cln2 rad14 strain. 78,000 tested, 8.3% active. growth inhibition, % at 50 µM;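 further: 0% = growth of vehicle-only cultures of the same strain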
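The screen exposed genetically defined yeast (cln2 rad14) to test compounds and scored growth inhibition relative to vehicle-treated controls.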
bub3 – NCI yeast anticancer drug screen, S. cerevisiae bub3 mutant strain. growth inhibition, % at 50 µM. 78,000 tested, 9.9% active. AID 167;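 further: 0% = growth of vehicle-only cultures of the same strain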
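Whole-cell yeast assay. The mutant strain was incubated with compounds, and growth inhibition was determined by comparison with vehicle-treated cells.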
yeast rad50 – NCI yeast anticancer drug screen, S. cerevisiae rad50 strain; AID 155; growth inhibition, % at 50 µM; 79,000 tested, 10% active;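 further: 0% = growth of vehicle-only cultures of the same strain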
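Compounds were tested on a yeast strain with an engineered DNA damage repair alteration; the reported value is growth inhibition normalised to vehicle treatment.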
mlh1 rad18 – NCI yeast anticancer drug screen, S. cerevisiae mlh1 rad18 strain. growth inhibition, % at 50 µM. 79,000 tested, 11% active;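 further: 0% = growth of vehicle-only cultures of the same strain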
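Growth inhibition of the yeast strain was measured after compound exposure and expressed relative to vehicle-treated controls. The strain carries defined defects in DNA damage repair.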
mec2-1 – NCI yeast anticancer drug screen, S. cerevisiae mec2-1 strain. AID 157. growth inhibition, % at 50 µM. 79,000 tested, 9% active;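 further: 0% = growth of vehicle-only cultures of the same strain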
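Test agents were screened against the mec2-1 yeast strain, with defined DNA repair or cell cycle alteration. Growth was scored as inhibition against vehicle-only controls.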
yeast sgs1 mgt1 – NCI yeast anticancer drug screen, S. cerevisiae sgs1 mgt1 strain. growth inhibition, % at 50 µM. 78,000 tested, 10% active. AID 161;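 further: 0% = growth of vehicle-only cultures of the same strain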
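Genetically altered yeast, compound exposure, growth inhibition relative to vehicle.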
Starred values were filed as active, the others as inactive; · = not tested or not shown; & = joins results of further samples. No stated cut-off is given here; in the data, active means growth inhibition above about 70%; inactive means the rest.

| mol | cln2 rad14 | mec2-1 | bub3 | yeast sgs1 mgt1 | yeast rad50 | mlh1 rad18 |
| --- | --- | --- | --- | --- | --- | --- |
| Cc1cc2c(C(C)C)c(O)c(O)c(C=Nc3ccc([N+](=O)[O-])cc3)c2c(O)c1-c1c(C)cc2c(C(C)C)c(O)c(O)c(C=Nc3ccc([N+](=O)[O-])cc3)c2c1O | -3.6 | 67.5 | -16.8 | -12.6 | -12.0 | 10.4 |
| COC(=O)[C@H]1O[C@H]1c1cccc[n+]1[O-] | -24.6 | -2.4 | 9.3 | 3.9 | 10.1 | -0.9 |
| Cc1ccc(S(=O)(=O)N(Cl)Cl)cc1 | 1.2 | 6.2 | -3.0 | 4.2 | -5.5 | 6.7 |
| CC1(COc2ccccc2OCC2(C)CO2)CO1 (configuration not stated) | 70.7* | 1.1 | 5.6 | 7.8 | 12.2 | 5.3 |
| CSc1ncnc2c1ncn2CCNC(=O)N(C)N=O | -42.5 | 10.6 | 4.8 | -0.8 | -1.7 | -5.9 |
| COc1cc2c(cc1O)[C@H](C)C(c1ccc(Cl)cc1)O2 (some centres not stated) | 28.7 | 18.4 | 54.3 | 26.5 | 42.6 | 47.9 |
| O=C(NCc1ccc(Cl)c(Cl)c1)Nc1ccccc1Cl | -2.7 | 24.4 | 24.8 | 23.3 | 10.6 | 17.9 |
| COc1cc(Cc2coc3ccccc3c2=O)cc(OC)c1OC | -2.5 | -3.5 | 31.2 | 17.5 | 0.1 | 7.9 |
| C[N+]1(C)C2CC(OC(=O)C(CO)c3ccccc3)CC1C1OC12 (configuration not stated) | -21.5 | -7.2 | -40.9 | -4.5 | 13.9 | -13.3 |
| CCOc1ccc(N=Cc2ccnc3ccccc23)cc1 | 20.8 | 1.1 | 17.4 | 19.1 | 11.4 | -19.5 |
| O=C(Oc1ccccc1)C(=O)Oc1ccccc1 | -15.4 | -24.9 | -0.1 | -8.8 | -20.6 | 6.4 |
| CC(C)(C)OC(=O)N[C@H]1CCN(C2CCCCC2)C1=O | 7.8 | -10.1 | -6.4 | -22.1 | -34.9 | -62.5 |
| Cc1ccc(/C=C(\C#N)C(=O)c2ccccc2)cc1 | -1.9 | 5.4 | -6.2 | 17.9 | -9.2 | 1.7 |
| O=C(O)/C=C\C(=O)Nc1ccc(Cl)c(NC(=O)/C=C\C(=O)O)c1 | -26.9 | -1.2 | 24.8 | -1.0 | -21.0 | 18.8 |
| Nc1nc(N)c2cc(S(=O)(=O)c3ccc(Cl)cc3)ccc2n1 | -12.2 | 36.1 | 17.8 | 12.5 | 21.9 | 28.6 |
| COC(=O)c1ccc(N=Nc2ncc(CC(NC(C)=O)C(=O)OC)[nH]2)cc1 (configuration not stated) | -34.5 | -46.9 | 4.2 | 20.9 | -16.9 | -13.4 |
| CCCCCCCCCCCCCCCC[N+](C)(C)CCOC(C)=O | 98.8* | 99.5* | 99.3* | 99.5* | 99.0* | 99.4* |
| O=C(/C=C/c1cccs1)c1ccc([N+](=O)[O-])cc1 | -6.3 | -58.7 | -23.1 | -27.6 | -59.0 | -21.6 |
| COc1ccc(SCc2cc(OC)ccc2OC)cc1 | 20.1 | 13.9 | 61.3 | 67.0 | 60.5 | 21.3 |
| O=S(=O)(c1ccc2ccccc2c1)N1CCN(S(=O)(=O)c2ccc3ccccc3c2)CC1 | 3.2 | -3.1 | -11.7 | -27.9 | -6.1 | -3.6 |
| CCN(CC)c1cccc(O)c1 | -70.7&25.4 | -10.2&-25.4 | -34.0&13.1 | 11.2&-21.0 | 25.3&-4.5 | -21.9&8.2 |
| O=C1Nc2ccccc2C(O)(c2ccccc2)N1Cc1ccccc1 (configuration not stated) | 3.4 | 13.8 | -8.2 | 3.4 | -2.5 | -7.8 |
| OC1(CCc2ccccc2)COC(C(F)(F)F)(C(F)(F)F)C1 (configuration not stated) | 52.8 | 66.0 | 61.1 | 78.4* | 76.4* | 74.8* |
| Oc1c(Br)ccc2c(O)c(Br)ccc12 | 90.5* | 91.0* | 90.8* | 92.5* | 89.7* | 89.4* |
| NC(=O)c1nnn2c1nc(N)c1cc(Cl)ccc12 | -18.4 | -26.6 | -27.6 | -9.6 | -28.4 | -22.6 |
| CCOC(=O)/C(F)=C/c1ccc(OC)cc1 | -17.6 | -30.9 | -13.4 | 3.7 | 20.3 | -14.8 |
| N#C/C=C/C=C/C#N | 78.4* | 79.8* | 99.5* | 7.0 | 24.4 | 56.3 |
| CNc1ncnc2c1ncn2C1OC(CO)C(O)C1O (configuration not stated) | -20.1 | 9.9 | -4.1 | 4.5 | -1.4 | 6.0 |
| CC1=C(C(=O)NNC(=O)C(N)=O)CC(C(=O)NNC(=O)C(N)=O)=C(C)N1 | -9.7 | -32.8 | -6.2 | -22.9 | -24.8 | -58.5 |
| O=C(CCCN1CC=C(n2c(=O)[nH]c3ccccc32)CC1)c1cccs1 | 19.9 | 29.2 | 33.1 | 32.4 | 50.6 | 42.8 |

Structures shown so far containing a Cl atom (6):
| mol | cln2 rad14 | mec2-1 | bub3 | yeast sgs1 mgt1 | yeast rad50 | mlh1 rad18 |
| --- | --- | --- | --- | --- | --- | --- |
| Cc1ccc(S(=O)(=O)N(Cl)Cl)cc1 | 1.2 | 6.2 | -3.0 | 4.2 | -5.5 | 6.7 |
| COc1cc2c(cc1O)[C@H](C)C(c1ccc(Cl)cc1)O2 (some centres not stated) | 28.7 | 18.4 | 54.3 | 26.5 | 42.6 | 47.9 |
| O=C(NCc1ccc(Cl)c(Cl)c1)Nc1ccccc1Cl | -2.7 | 24.4 | 24.8 | 23.3 | 10.6 | 17.9 |
| O=C(O)/C=C\C(=O)Nc1ccc(Cl)c(NC(=O)/C=C\C(=O)O)c1 | -26.9 | -1.2 | 24.8 | -1.0 | -21.0 | 18.8 |
| Nc1nc(N)c2cc(S(=O)(=O)c3ccc(Cl)cc3)ccc2n1 | -12.2 | 36.1 | 17.8 | 12.5 | 21.9 | 28.6 |
| NC(=O)c1nnn2c1nc(N)c1cc(Cl)ccc12 | -18.4 | -26.6 | -27.6 | -9.6 | -28.4 | -22.6 |

The list goes on.
| mol | cln2 rad14 | mec2-1 | bub3 | yeast sgs1 mgt1 | yeast rad50 | mlh1 rad18 |
| --- | --- | --- | --- | --- | --- | --- |
| COC(=O)C1CC(=O)N(CCO)C1 (configuration not stated) | -4.2 | 6.0 | 10.1 | -8.6 | -4.9 | -8.2 |
| CCCCCCCCCCCCCCCCCCNC(=O)N(c1ccccc1)C1CCCCC1 | -26.9 | 10.4 | -0.1 | -5.1 | -20.0 | -0.7 |
| Cc1ccc2sc(=S)sc2c1 | 74.2* | 25.4 | 95.3* | 40.4 | 59.5 | 72.3* |
| OCC1C=Cc2ccccc21 (configuration not stated) | 2.1 | 0.7 | 14.5 | -0.6 | -3.8 | -2.4 |
| C=CCc1cc(Cl)ccc1OC(=O)Nc1cccc(Cl)c1 | 7.8 | 9.2 | 6.8 | 35.1 | 13.0 | 21.9 |
| COc1ccc(-n2cc(-c3ccc(Cl)cc3)c3c(N)ncnc32)cc1 | 87.1* | 94.6* | 91.0* | 98.2* | 95.6* | 88.0* |
| N#Cc1c(NC(=S)NC(=O)c2ccccc2)nc2c(c1-c1ccccc1)CCC2 | 8.2 | -1.3 | -2.5 | -5.3 | -19.6 | -14.4 |
| Cc1cc(O)c2c3c(ccc2c1)C(=O)c1c(O)cccc1C3=O | 3.9 | -23.0 | 1.1 | 27.8 | 4.4 | 48.6 |
| Cc1ccc(S(=O)(=O)/C(C#N)=C\N2CCNC2=S)cc1 | 13.5 | -24.3 | 4.4 | -6.4 | -11.7 | -2.2 |
| O=NNc1ccc(S(=O)c2ccccc2)cn1 (configuration not stated) | 14.4 | -2.5 | 3.0 | -25.5 | -18.5 | 4.2 |
| COc1cc(NCCCCCNC(C)C)c2ncc(C)c(C)c2c1 | 12.1 | 44.5 | 79.0* | 61.4 | 75.7* | 55.4 |
| COc1ccc(NC(=O)ON(C)C)cc1 | -63.1 | -26.6 | 3.8 | 5.2 | 4.5 | -5.8 |
| C=CCSC1=NC(=O)C(CCCC)C(=O)N1C (configuration not stated) | -24.9&-35.5 | 7.2&2.6 | 7.5&-22.0 | 6.3&4.2 | -1.7&7.8 | 7.5&10.8 |
| O=C(c1cccc(C(=O)N2CCCC2)n1)N1CCCC1 | -25.6 | -13.2 | -15.5 | -1.7 | -11.4 | -18.8 |
| O=C(/C=C(\c1ccccc1)C1C2C=CC(C2)C1c1ccccc1)c1ccccc1 (configuration not stated) | 49.0 | 64.2 | 75.2* | 91.7* | 61.6 | 88.8* |
| COC(=O)C1C2C=CC(O2)C1C(=O)OC (configuration not stated) | -51.6 | -1.8 | 14.1 | -9.8 | -2.1 | -7.5 |
| CN=S(=O)(c1ccccc1)C1(C)CC(C)=C(C)CS1=O (configuration not stated) | 7.8 | -13.6 | -18.9 | -18.4 | -8.4 | -2.0 |
| CCOC(=O)c1[nH]c2ccccc2c1CN(C)C | -4.2 | 13.7 | 12.1 | 26.6 | 39.4 | 4.7 |
| CSCCC(NC(=O)OCc1ccccc1)NC(=O)OCc1ccccc1 | 6.5 | -35.0 | -16.5 | -56.2 | -47.5 | -7.6 |
| Cc1noc(NS(=O)(=O)c2ccc(NC(=S)N/C=C(\C#N)C(N)=O)cc2)c1C | 6.7 | -22.1 | -8.6 | -13.2 | -9.4 | -8.4 |
| NC(Cc1cc(I)c(Oc2ccc(O)cc2)c(I)c1)C(=O)O (configuration not stated) | 2.9&10.8 | -5.1&-32.2 | -16.6&2.1 | -1.6&-12.2 | -28.1&-4.2 | -14.8&-8.7 |
| CCOC(=O)C(CCSC)N(C)C (configuration not stated) | -36.4 | -9.5 | -16.8 | 6.3 | 2.8 | -20.1 |
| CCc1cnc2ccccc2c1/C=C/c1ccc(N(C)C)cc1 | 93.1* | 97.3* | 96.8* | 92.3* | 98.4* | 94.7* |
| CCCCCCCCCCCC(O)CCCCC (configuration not stated) | · | -48.4 | · | · | -15.0 | -38.9 |
| CC1(C)/C(=N\Nc2ccc([N+](=O)[O-])cc2[N+](=O)[O-])C2CCC1C2 (configuration not stated) | 15.1 | -21.9 | 30.1 | 1.1 | -12.2 | -26.2 |
| CC1=C(C(=O)NCc2ccccc2)C(c2ccccc2)C(C(=O)NCc2ccccc2)=C(C)N1 | 11.4 | 93.3* | 87.8* | 70.7* | 75.5* | 93.1* |
| O=c1ccn(C2OC(COC3CCCCO3)C(OC3CCCCO3)C2OC2CCCCO2)c(=O)n1-c1ccccc1 (configuration not stated) | -1.4 | -4.8 | -2.6 | 10.1 | 39.7 | 5.2 |
| O=C1CSC(c2cccc([N+](=O)[O-])c2)N1c1ccc(-c2ccc(-n3c(-c4ccccc4)nc4ccccc4c3=O)cc2)cc1 (configuration not stated) | 34.0 | 59.5 | 87.8* | -29.4 | 25.1 | 83.2* |
| CCC[CH2][Sn]1([CH2]CCC)[O]C2C(CO)OC(n3ccc(N)nc3=O)C2[O]1 (configuration not stated) | 83.6* | 89.7* | 87.3* | 88.5* | 86.8* | 84.2* |
| COc1ccc(C(=O)/C=C/c2ccc3cc(OC)c(OC)cc3c2)cc1OC | -10.4 | -7.4 | -1.4 | 26.1 | 38.5 | 5.0 |
| Cc1ccc([N+](=O)[O-])cc1NC(=O)N(C)Cc1ccc(Cl)cc1 | -5.3 | 24.2 | -5.4 | -12.2 | 5.5 | -8.9 |
| Clc1ccc2c(Cl)ncnc2c1I | 3.0 | -13.8 | 4.4 | 28.9 | -2.5 | -4.2 |
| N=C(N)C1CN(CCc2c[nH]c3ccccc23)C(=O)NC1=O (configuration not stated) | 2.2 | -24.9 | -10.9 | -24.8 | -13.3 | 0.8 |
| CC(=O)C1CC2(c3ccccc3)C(=O)c3ccccc3N2O1 (configuration not stated) | 0.2 | -32.1 | -22.8 | -27.4 | 2.2 | -45.4 |
| CCOC(=O)COC(=N)C(F)(F)C(F)(F)C(F)(F)F | -42.6 | -3.8 | 3.5 | 4.5 | 3.5 | 1.2 |
| CC1COC(C(=O)O)(c2ccccc2)O1 (configuration not stated) | -17.6 | -3.5 | -0.3 | -2.1 | -1.1 | 6.7 |
| Cc1cc(O)ccc1C1(c2ccc(F)cc2)OC(=O)c2ccccc21 (configuration not stated) | 91.5* | 91.8* | 90.3* | 88.2* | 90.1* | 89.6* |
| O=C1NC(=O)C(=Cn2c(=S)sc3ccccc32)C(=O)N1 | 4.5 | -13.7 | -36.8 | -21.4 | -48.0 | -44.4 |
| CCc1cc2c(c3c1CCCC3)CC1(Cc3ccc(C(=O)OC)cc3C1)C2 (configuration not stated) | 10.3 | -11.7 | 3.1 | -16.4 | 3.6 | -12.4 |
| NC(CC1=CS(=O)(=O)c2ccc(Cl)cc21)C(=O)O (configuration not stated) | -16.2 | 19.3 | 23.8 | 4.5 | 18.4 | 23.9 |
| COc1cc(-c2cc(O)c(-c3ccc4ccccc4n3)c(=O)[nH]2)cc(OC)c1OC | 11.8 | 14.6 | -27.1 | 1.6 | 6.8 | 23.4 |

Source: PubChem (NCI)

Compounds as they come; about 14% have a hit in one of these screens.
